# UBC13 polyUb: inhibitors of human UBC13 polyubiquitin chain formation; 330,000 tested, 0.47% active; inhibition, % at 20 µM; TR-FRET; P61088; in the data active = inhibition above about 45%, passing the limit was not always enough
# Gli-Sufu antag: blocks Gli-Sufu signaling in a luciferase reporter. inhibition, % at 5 µM. AID 588413. Sufu-KO-LIGHT fibroblasts, Gli luciferase reporter luminescence. 340,000 tested, 0.74% active;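 active = inhibition above about 55%, limit read from the data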;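 also: 0% = DMSO-treated cells and 100% = wells with medium but no cells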
# APJ antagonist: blocks the human apelin receptor APJ; inhibition, % at 20 µM; 330,000 tested, 0.32% active; P35414; CHO-K1 APJ beta-arrestin complementation, luminescence;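 active = inhibition above about 40% at 20 µM, limit read from the data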;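 also: cells challenged with 10 nM apelin-13 agonist together with compound; plate controls were apelin-13 plus DMSO wells for no effect and DMSO wells lacking apelin-13 for full effect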
# Target sequence (P35414 whole entry, looked up): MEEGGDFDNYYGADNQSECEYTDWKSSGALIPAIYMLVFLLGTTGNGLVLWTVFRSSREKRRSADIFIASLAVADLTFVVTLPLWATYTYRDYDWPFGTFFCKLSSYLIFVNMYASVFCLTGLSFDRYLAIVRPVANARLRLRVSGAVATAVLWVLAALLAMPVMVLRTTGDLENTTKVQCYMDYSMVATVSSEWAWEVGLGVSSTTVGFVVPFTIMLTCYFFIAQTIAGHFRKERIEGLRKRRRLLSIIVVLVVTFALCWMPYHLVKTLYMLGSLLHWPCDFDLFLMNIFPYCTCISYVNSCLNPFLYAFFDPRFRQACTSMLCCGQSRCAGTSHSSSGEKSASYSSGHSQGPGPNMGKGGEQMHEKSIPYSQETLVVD
# EBI2 antag: EBI2 (human) antagonism | 360,000 tested, 0.81% active | inhibition, % at 5 µM | EBI2 beta-arrestin recruitment, luminescence, 7a,25-OHC stimulated; in the data active = inhibition above about 38%;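 also: enzyme fragment complementation signal reports receptor beta-arrestin coupling in cells; 0% = agonist plus DMSO wells and 100% = wells without agonist; some results beyond the cut were filed as inactive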
# APJ ag: agonists of human APJ apelin receptor; CHO-K1 APJ PathHunter beta-arrestin, luminescence; 0% DMSO wells, 100% apelin; activation, % at 20 µM; 330,000 tested, 0.11% active;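 active = activation more than six SD over the plate average, tested at 20 µM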;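 also: 0% = DMSO alone and 100% = apelin-13 at 10 nM; some results filed as inactive read as strong as hits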
#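 Test system – PathHunter CHO-K1 APJ (AGTRL-1) beta-arrestin reporter cells · Input – 1000 cells/well · Compound – single test compound dose, 20 µM final, 1% DMSO · Times – compound stimulation 90 min at 25 °C, detection 60 min · Technique – beta-gal luminescence · Read-out basis – APJ–arrestin association signal · Control set – negative DMSO alone, positive Apelin-13 at 10 nM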
# CXCR6 block: CXCR6 (human) receptor inhibition | O00574 | CHO-K1 PathHunter CXCR6 beta-arrestin, luminescence | inhibition, % at 20 µM | 360,000 tested, 0.36% active | AID 602244; in the data active = inhibition above about 34%, passing the limit was not always enough;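 also: antagonist mode with CXCL16 agonist at 10 nM final; 0% = 10 nM CXCL16 with DMSO and 100% = unstimulated wells without agonist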
# Target sequence (O00574 whole entry, looked up): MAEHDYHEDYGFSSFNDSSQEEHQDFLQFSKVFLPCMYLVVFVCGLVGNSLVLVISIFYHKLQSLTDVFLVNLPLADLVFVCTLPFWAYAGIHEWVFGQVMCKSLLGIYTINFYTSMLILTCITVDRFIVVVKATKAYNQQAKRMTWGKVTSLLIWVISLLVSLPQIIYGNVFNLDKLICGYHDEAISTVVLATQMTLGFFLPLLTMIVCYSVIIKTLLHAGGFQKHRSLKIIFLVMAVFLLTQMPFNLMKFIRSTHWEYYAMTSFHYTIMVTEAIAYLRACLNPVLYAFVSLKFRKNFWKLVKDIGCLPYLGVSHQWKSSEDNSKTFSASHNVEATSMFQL
# CCR6 antag: CCR6 (human) receptor antagonism; inhibition, % at 20 µM; 340,000 tested, 0.49% active; CHO-K1 CCR6 PathHunter beta-arrestin, luminescence, CCL20-stimulated; P51684;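 active = compounds whose inhibition of the agonist-driven luminescence signal at 20 µM reaches about 50%, limit read from the data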;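 also: cells stimulated with CCL20 at 14 nM final; plate controls were DMSO with CCL20 for no effect and DMSO without agonist for full effect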
# ATG4B inh: blocks human ATG4B protease cleavage of LC3 substrate; Q9Y4P1; ATG4B cleavage of LC3-PLA2, NBD-HPC fluorescence, 1 h; inhibition, % at 8.33 µM; 340,000 tested, 0.51% active; AID 504462; in the data active = inhibition above about 40%
# Target sequence (Q9Y4P1 whole entry, looked up): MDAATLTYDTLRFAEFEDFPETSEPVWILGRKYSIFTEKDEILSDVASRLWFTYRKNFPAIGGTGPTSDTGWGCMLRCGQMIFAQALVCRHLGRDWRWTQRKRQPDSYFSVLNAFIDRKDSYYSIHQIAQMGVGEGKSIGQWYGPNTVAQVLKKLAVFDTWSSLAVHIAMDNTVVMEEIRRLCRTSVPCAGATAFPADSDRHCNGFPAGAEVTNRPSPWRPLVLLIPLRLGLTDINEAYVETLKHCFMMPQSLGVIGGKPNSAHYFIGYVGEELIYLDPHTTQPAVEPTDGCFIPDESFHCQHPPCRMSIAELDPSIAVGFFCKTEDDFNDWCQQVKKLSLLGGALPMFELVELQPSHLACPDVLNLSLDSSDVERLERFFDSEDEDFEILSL
# An asterisk follows results filed as active; · = no result given.
SMILES,UBC13 polyUb,Gli-Sufu antag,APJ antagonist,EBI2 antag,APJ ag,CXCR6 block,CCR6 antag,ATG4B inh
CCCn1c(SCC(=O)NCc2cccs2)nc2c1c(=O)n(C)c(=O)n2C,-1,6,9,-2,-6,3,-7,-4
COc1ccc(OC)c(NC(=O)CCN2CCN(CCO)CC2)c1,2,2,10,10,-1,-5,1,-2
O=C(Nc1nnc(CC(=O)N2CCOCC2)s1)c1cccs1,-5,-7,10,0,6,3,-3,-3
CC1CCCCN1CC(O)COCc1ccccc1 (centres undefined),·,9,·,-8,·,-4,8,9
CN(C)S(=O)(=O)N(CC(=O)Nc1ccc(F)c(F)c1)c1ccccc1,15,-2,16,5,-5,12,-4,-1
CC(=O)N1CCc2cc(S(=O)(=O)NC(CC(C)C)C(=O)N3CCc4ccccc4C3)ccc21 (centres undefined),5,8,-15,-3,-4,-9,-5,-5
O=C(COc1ccccc1)Nc1cccc2nsnc12,15,7,-5,-10,1,1,18,-14
O=C1NC(=O)/C(=C\c2ccc(O)cc2O)S1,-8,-1,-5,2,-2,-2,8,-4
CCc1ccc(NC(=O)C(CC)c2ccccc2)cc1 (centres undefined),-12,8,-3,3,0,-7,5,-3
Cc1nnsc1C(=O)N1CCCC(Nc2ccc(C(C)C)cc2)C1 (centres undefined),-1,-16,9,-16,-2,-10,6,2
CC(NC(=S)NCCN1CCOCC1)C12CC3CC(CC(C3)C1)C2 (centres undefined),-4,9,12,-2,-4,10,8,0
Cc1onc(-c2ccccc2)c1C(=O)Nc1nnc(-c2ccncc2)s1,6,7,-20,-11,2,1,-21,6
COC(=O)N1c2ccccc2CCc2ccccc21,-2,-7,18,-13,-6,-1,3,8
COc1ccc(-c2cccc(C3CC=CC4C3C(=O)N(Cc3ccccc3)C4c3ccc4ccccc4c3)c2)cc1 (centres undefined),-18,14,8,3,8,8,-1,0
CC(=O)c1cccc(S(=O)(=O)Nc2ccccc2N2CCOCC2)c1,0,2,7,8,-2,-1,4,-9
Cc1cccc(C)c1OCC(=O)N/N=C/c1cccn1C,4,-1,10,3,0,1,-2,-2
Cc1occc1C(=O)Nc1ccc2c(c1)OCCO2,-7,-79,-3,-12,-1,-2,2,-13
O=C(c1cccc([N+](=O)[O-])c1)N1CCCN(C(=O)c2cccc([N+](=O)[O-])c2)CC1,-1,1,2,5,0,2,7,5
Cc1ccccc1Cn1nc(C)c(NC(=O)c2sc3ccccc3c2Cl)c1C,-10,-7,-6,11,-6,-5,15,10
O=C(Nc1ccc(F)cc1F)NC1CC(=O)N(Cc2ccccc2)C1 (centres undefined),-3,-5,-3,8,-5,1,0,-1
Cc1nn(Cc2ccccc2)c(C)c1NC(=O)CSc1nc(-c2ccccc2)nc2c1cnn2-c1ccccc1,·,-11,·,-4,·,2,13,-1
O=C(NCc1ccco1)c1ccc2c(c1)CCO2,-4,9,2,11,-1,2,-5,8
O=C(COC(=O)c1cccnc1Cl)NC1CCCc2ccccc21 (centres undefined),3,0,-12,13,-3,-5,-8,-4
Cc1cccc(-n2cc(CNCCc3nc(C)cc(C)n3)c(-c3cccc(F)c3)n2)c1,0,-4,-6,4,0,-11,-2,5
CCN(CC)CCN1C(=O)C(O)=C(C(C)=O)C1c1ccc(OC)c(OC)c1 (centres undefined),0,0,16,-10,-1,4,-26,-5

# The last 2 entries of the part above open the next one.
SMILES,UBC13 polyUb,Gli-Sufu antag,APJ antagonist,EBI2 antag,APJ ag,CXCR6 block,CCR6 antag,ATG4B inh
Cc1cccc(-n2cc(CNCCc3nc(C)cc(C)n3)c(-c3cccc(F)c3)n2)c1,0,-4,-6,4,0,-11,-2,5
CCN(CC)CCN1C(=O)C(O)=C(C(C)=O)C1c1ccc(OC)c(OC)c1 (centres undefined),0,0,16,-10,-1,4,-26,-5
Cc1nc(-c2ccc(Br)cc2)ccc1C(=O)O,0,0,1,-7,3,8,-5,7
CCCCn1c(N)c(N(CC(C)C)C(=O)CSCc2ccc(Cl)c(Cl)c2)c(=O)[nH]c1=O,-2,1,23,2,-4,5,14,-4
CCCN1CCC(Oc2cccc(C(=O)NCCc3ccccc3)c2)CC1,-4,11,7,-1,-8,5,15,-1
Cc1cc(C)cc(OCC(=O)OCC(=O)N2CCc3ccccc32)c1,6,0,-19,-2,-3,3,-1,2
CCOC(=O)c1ccccc1NC(=O)COC(=O)c1ccccc1C(=O)N(C)c1ccccc1,-2,3,-43,2,-4,4,9,-13
CC(C)(CO)Nc1nc(N2CCCC2)nc(N2CCCC2)n1,-2,9,-3,0,1,-4,-4,-7
COC(=O)c1cc(OC)c(OC)cc1NC(=O)CCCCCN1C(=O)CCC1=O,4,1,2,10,-1,-2,10,-9
Cc1ccc2c(c1)[C@H]1OCC[C@H]1[C@@H](c1ccncc1)N2,4,-1,1,-5,-5,-2,11,-9
COc1cc(C(=O)NNC2=CC(=O)CC(C)(C)C2)cc(OC)c1OC,6,-13,4,-5,2,-17,-1,-9
Cc1ccc(OCC(O)CN2CC3(C)CC2CC(C)(C)C3)cc1 (centres undefined),8,12,6,-1,-2,1,-1,-5
COc1ccc(Cn2cnc3c(N)c(C)c(C)cc32)cc1,3,4,10,3,-4,7,-7,-3
O=C(NN1CCOCC1)c1cc(-c2ccc(Cl)c(Cl)c2)nc2ccccc12,-4,6,1,-2,-3,-5,0,-2
CC(C)Cc1nnc(NC(=O)C2CCN(C(=O)c3ccc(Cl)cc3)CC2)s1,-8,-4,-2,21,-4,2,3,-4
COC(=O)/C(=C\C(=O)c1ccc([N+](=O)[O-])cc1)Nc1ccc(OC)cc1,-19,-2,-1,-10,2,-13,7,-3
COc1cc(OC)c(C2=NOC(C(=O)NCc3cccnc3)C2)cc1Cl (centres undefined),-3,-11,-5,4,-3,-6,-7,2
COc1ccc([C@H]2CC(=O)C=C(c3cccc(OC(F)(F)F)c3)C2)cc1,6,0,-6,7,-1,7,11,-5
C/C(Nc1ccc(F)cc1)=C(/C#N)C(N)=O,-8,2,5,-7,-6,-1,5,-6
C/C(=N\NC(=O)COc1ccc(C(C)(C)C)cc1)c1cc2ccccc2o1,-1,-56,4,6,-3,-4,-17,6
O=C(Cc1ccccc1)c1nnc(-c2ccccc2)o1,2,0,17,7,-5,4,13,-1
O=C(NCC1CCCO1)c1ccc2c(=O)n(-c3ccc(F)cc3)c(=S)[nH]c2c1 (centres undefined),10,37,-12,-7,1,6,15,11
COc1cc2[nH]c(=O)n(CCCCCC(=O)NCCCN3CCCC3=O)c(=O)c2cc1OC,-4,7,20,9,0,-1,-7,-9
CCc1cc2c(=O)[nH]c(Cc3ccc(OC)cc3)nc2s1,15,-26,9,-1,-1,0,3,-3
CC(Cc1ccccc1)C(=O)N(C)Cc1cccnc1 (centres undefined),-3,-7,22,-9,-1,-3,9,2
C[C@]12c3[nH]c4cc(-c5ccco5)ccc4c3CCN1C(=O)[C@@H](CC(=O)NCc1cccc(C(F)(F)F)c1)C[C@@H]2C(=O)N1CCOCC1,·,16,·,7,·,-8,33,·
COc1cc(C)c(Cl)cc1S(=O)(=O)n1cnc2ccccc21,6,2,3,-13,-3,9,12,-13
# (listing goes on)
SMILES,UBC13 polyUb,Gli-Sufu antag,APJ antagonist,EBI2 antag,APJ ag,CXCR6 block,CCR6 antag,ATG4B inh
COc1cc(C(=O)Oc2ccc(/C=N/NC(=O)c3ccncc3)cc2)cc(OC)c1OC,5,-3,-42,-3,23,-14,-11,0
Cc1cccc(C(=O)N=c2sccn2C)c1[N+](=O)[O-],-3,-43,-4,-10,0,4,-5,-1
Cc1cc(=O)c(C(=O)O)nn1-c1ccccc1F,4,12,6,-3,-3,-5,-3,0
CCn1c(SCC(=O)Nc2ccc3c(c2)OCO3)nc2c1c(=O)n(C)c(=O)n2C,1,10,25,3,-2,-9,-6,-7
CCC[C@@H](OS(N)(=O)=O)[C@@H](Cc1ccccc1)C(=O)OCC,9,-6,5,-1,-4,-4,11,-6
Fc1ccccc1Nc1nc2ccccc2n2nnnc12,5,-60,-83,-13,3,-18,-3,-9
C=CC(=O)NC1CC2CCC1(C)C2(C)C (centres undefined),2,-1,2,-4,1,3,9,21
O=C(NCCc1c[nH]c2ccccc12)/C(=C\c1cccs1)NC(=O)c1ccccc1,-6,-6,12,7,-2,8,8,-12
CC1Cc2ccccc2N1C(=O)CCn1cccn1 (centres undefined),0,1,8,-17,5,-6,7,-1
C=CCNc1nc(C(=O)OCC(=O)N(Cc2ccccc2)C(C)C)cs1,-1,2,-7,-1,-4,-3,6,-26
CN(C)S(=O)(=O)c1ccc2c(c1)C(CC(=O)O)NC2=O (centres undefined),7,-1,1,6,4,2,7,1
Cc1cc(NC(=O)Cn2c(C)nc3ccccc3c2=O)ccc1Br,0,0,4,2,-1,2,-2,-4
Cc1nc(SCC(O)CO)c([N+](=O)[O-])[nH]1 (centres undefined),-4,1,17,-1,-5,0,0,-11
CCOCCCNC(=O)C1CC(=O)N(C2CCCC2)C1 (centres undefined),7,7,10,-8,-2,5,16,8
CCCCC(=O)Nc1nn(CC)c2nc3c(C)cccc3cc12,13,3,2,-1,-2,-10,10,-5
Cc1ccc(CS(=O)Cc2ccc(C(=O)NCc3cccs3)o2)cc1 (centres undefined),9,-4,-22,5,-3,0,2,-5
CCCCOC(=O)c1ccc(NC(=O)c2cc(Cl)ccc2OC)cc1,7,5,16,26,0,-3,6,1
Cc1ccc2c(N)[nH]nc2n1,-4,0,-17,11,1,4,-1,-2
Cc1ccc(N2CCN(S(=O)(=O)N3CCCCCC3)CC2)cc1Cl,8,1,16,11,-4,-5,5,-5
O=C(CCN1C(=O)c2ccccc2S1(=O)=O)N1CCN(c2ccccc2F)CC1,-1,5,6,-9,-6,3,-3,-9
O=Nc1c(O)[nH]c2ccc(F)cc12,6,-13,17,1,-3,-4,5,5
CCC1(c2ccccc2)NC(=O)N(CC(=O)Nc2ccc(S(=O)(=O)NC3=NCCCCC3)cc2)C1=O (centres undefined),-3,-5,12,5,0,3,4,-7
Cc1c(C(=O)N2CCN(S(=O)(=O)c3ccccc3F)CC2)oc2c(Cl)cccc12,12,7,12,23,-3,3,6,-10
c1csc(-c2csc3ncnc(NCCCN4CCOCC4)c23)c1,-7,42,1,4,0,-7,0,6
O=C(O)c1ccc(Cl)c(NCc2ccncc2)c1,-10,-24,22,0,-4,-6,1,4
# (continued)
SMILES,UBC13 polyUb,Gli-Sufu antag,APJ antagonist,EBI2 antag,APJ ag,CXCR6 block,CCR6 antag,ATG4B inh
CCOC(=O)C1CCN(C2=NC(=O)/C(=C/c3ccc(Cl)cc3)S2)CC1,-13,-2,8,87*,-2,6,-3,-10
NS(=O)(=O)c1ccc(CCNC(=O)c2ccco2)cc1,-8,-2,1,2,0,0,1,-1
CCCCCCCNC(=O)C1CC(=O)N(C)C(=Nc2ccc(OC)cc2)S1 (centres undefined),-1,5,7,16,-2,-2,-8,16
COc1ccc(NC(=O)CSc2ncnc3c2sc2ccccc23)c(OC)c1,8,4,1,-2,3,-2,10,-9
Oc1c(/C=N/c2ncn[nH]2)ccc2ccccc12,2,-3,-23,6,7,-4,-5,1
Cc1cccc(N2CN(Cc3cccnc3)CNC2=S)c1C,3,55*,12,-3,0,9,11,-3
CC(C)N(Cc1nccn1C)C(=O)c1cc(COc2cccc(C(F)(F)F)c2)on1,0,14,-2,1,-1,-13,4,26

# Profiles from above. Values in the order: UBC13 polyUb | Gli-Sufu antag | APJ antagonist | EBI2 antag | APJ ag | CXCR6 block | CCR6 antag | ATG4B inh
# CCOC(=O)C1CCN(C2=NC(=O)/C(=C/c3ccc(Cl)cc3)S2)CC1 reads -13 | -2 | 8 | 87* | -2 | 6 | -3 | -10
# CC(C)N(Cc1nccn1C)C(=O)c1cc(COc2cccc(C(F)(F)F)c2)on1 reads 0 | 14 | -2 | 1 | -1 | -13 | 4 | 26
# Oc1c(/C=N/c2ncn[nH]2)ccc2ccccc12 reads 2 | -3 | -23 | 6 | 7 | -4 | -5 | 1
# CCCCCCCNC(=O)C1CC(=O)N(C)C(=Nc2ccc(OC)cc2)S1 (centres undefined) reads -1 | 5 | 7 | 16 | -2 | -2 | -8 | 16

# Screening data as filed in PubChem BioAssay.
